High-throughput results as filed in PubChem BioAssay.
NALP3 yeast inh: NALP3 inflammasome inhibitors in reconstituted yeast, primary screen, luminescence, uHTS; Yeast reconstituted NLRP3/ASC/caspase-1, beta-gal luminescence, 24 h; inhibition, % at 10 µM; hit rate 0.39% among 330,000; AID 2825, 2010;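 active = inhibition of 50% or more; inactive = inhibition below 50%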;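 also: plate controls were induced DMSO wells for no effect and uninduced yeast grown without galactose for full effect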
tim23-1 inh: growth inhibitors of tim23-1 mutant yeast, primary screen, luminescence, uHTS | hit rate 1.3% among 330,000 | S. cerevisiae tim23-1 growth, BacTiter-Glo luminescence, 24 h | inhibition, % at 20 µM;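 active = growth inhibition of the mutant yeast at or above 50%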;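 also: temperature-sensitive mutant grown at 25 °C; plate controls were DMSO-treated mutant yeast for no effect and medium wells lacking yeast for full effect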
MIN6 prolif: inducers of MIN6 beta-cell proliferation, primary screen, ATP luminescence, uHTS | MIN6 cells proliferation, ATPlite luminescence, 48 h; cells starved in 0.2% serum; 100% = growth in 10% serum | proliferation, % at 10 µM | hit rate 0.29% among 330,000;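 active = compounds whose signal lies at least 3.5 SD above the mean of all wells on their plate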;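 also: 0% = DMSO-treated cells in low-serum medium and 100% = 10% serum control; some compounds called inactive have numbers as strong as hits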
APJ antagonist: antagonists of human apelin receptor APJ, primary screen, CHO-K1 cells, beta-arrestin complementation, luminescence; P35414; inhibition, % at 20 µM; hit rate 0.32% among 330,000; AID 2521, 2010;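 active = inhibition above about 40% at 20 µM, limit read from the data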;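 also: cells challenged with 10 nM apelin-13 agonist together with compound; plate controls were apelin-13 plus DMSO wells for no effect and DMSO wells lacking apelin-13 for full effect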
Target sequence (P35414 whole entry, looked up): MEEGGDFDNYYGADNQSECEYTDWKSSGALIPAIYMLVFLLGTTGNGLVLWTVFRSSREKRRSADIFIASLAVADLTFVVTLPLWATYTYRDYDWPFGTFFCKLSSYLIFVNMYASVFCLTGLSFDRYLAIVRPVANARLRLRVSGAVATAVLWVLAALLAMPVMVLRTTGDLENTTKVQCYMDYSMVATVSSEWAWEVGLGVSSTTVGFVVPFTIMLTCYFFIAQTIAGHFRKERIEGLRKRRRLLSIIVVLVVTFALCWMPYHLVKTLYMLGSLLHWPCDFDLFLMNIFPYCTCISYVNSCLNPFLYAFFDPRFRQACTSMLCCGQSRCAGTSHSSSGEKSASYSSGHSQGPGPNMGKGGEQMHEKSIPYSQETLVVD
GRIN3A LBD mod: binders of NR3A ligand-binding domain, primary screen, biophysical, differential scanning fluorimetry, uHTS | Glutamate receptor ionotropic, NMDA 3A (GRIN3A) ligand-binding domain | NR3A LBD differential scanning fluorimetry, Tm shift; 0% = protein alone, 100% = glycine-bound protein | Tm shift relative to glycine control, % at 25 µM | hit rate 2.5% among 340,000 | AID 1259313, 2017;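 active = melting temperature shift of at least 10% of the positive control shift, at one fixed dose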
tim10-1 inh: growth inhibitors of tim10-1 mutant yeast, primary screen, luminescence, uHTS; S. cerevisiae tim10-1 ts strain growth, BacTiter-Glo, 24 h; inhibition, % at 20 µM; hit rate 2.2% among 330,000;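 active = inhibition of at least 40%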;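 also: mutant grown at 25 °C; 0% = DMSO wells with yeast and 100% = wells holding no yeast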
APJ ag: agonists of human apelin receptor APJ, primary screen, CHO-K1 cells, PathHunter beta-arrestin, luminescence; P35414; 0% DMSO wells, 100% apelin; hit rate 0.11% among 330,000; activation, % at 20 µM; AID 2520, 2010;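 active = activation more than six SD over the plate average, tested at 20 µM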;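 also: 0% = DMSO alone and 100% = apelin-13 at 10 nM; some results filed as inactive read as strong as hits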
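Material: engineered CHO-K1 APJ arrestin reporter cells; amount: 1000 CHO-K1 reporter cells seeded per well; incubation: compound stimulation 90 min at 25 °C, detection 60 min; signal: luminescent beta-gal fragment complementation, chemiluminescent substrate; read-out basis: APJ agonist activity; controls: DMSO-only wells as negative, 10 nM Apelin-13 as positive control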
MPTP block: mitochondrial permeability transition pore inhibitors, primary screen, biochemical, isolated mouse mitochondria, absorbance. Ca2+ swelling absorbance, 30 min. inhibition, % at 10 µM. hit rate 1.4% among 360,000. AID 602449, 2012;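 active = inhibition of 50% or more, scaled per plate between neutral and stimulator controls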;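 also: 0% = DMSO wells given calcium and 100% = 1 mM EGTA wells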
TIM10 inh: growth inhibitors of isogenic TIM10 control yeast, primary screen, counter-screen for tim10-1 yeast inhibitor project, luminescence, uHTS. S. cerevisiae TIM10 strain growth, BacTiter-Glo luminescence, 24 h. inhibition, % at 10 µM. hit rate 1.4% among 330,000;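 active = inhibition of 40% or more at the single tested concentration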;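 also: wild-type TIM10 isogenic control strain grown at permissive 25 °C; 0% = DMSO yeast wells and 100% = minimal medium wells without yeast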
The depositor's hits bear a star; · = not tested or not shown.

molecule | NALP3 yeast inh | tim23-1 inh | MIN6 prolif | APJ antagonist | GRIN3A LBD mod | tim10-1 inh | APJ ag | MPTP block | TIM10 inh
CC(C)(C)NC(=O)CSc1nnc(C2CC2)n1Cc1ccccc1 | 16.7 | -4.6 | -2.2 | -17.2 | 1.8 | 10.5 | 3.5 | 0.3 | 15.3
Cc1cc([N+](=O)[O-])cc(/C=N/n2c(C)nc3ccccc3c2=O)c1O | 35.1 | 79.1* | -1.9 | 0.7 | -5.4 | 11.0 | 0.6 | 28.1 | 7.5
CCCC1COC(Cn2cncn2)(c2ccc(C)cc2)O1 (stereo not drawn) | 20.0 | -251.6 | -0.8 | -8.1 | -1.0 | -209.0 | 3.2 | -0.1 | -61.1
Cn1c(Cn2c(=O)sc3ccccc32)nnc1SCc1ccccc1F | 18.2 | 4.7 | -3.1 | -46.0 | -0.3 | 25.4 | -2.8 | -1.2 | 5.1
O=C1OC2CCC1(c1ccccc1)C2 (stereo not drawn) | 7.1 | 7.6 | -3.6 | -5.9 | -0.9 | 11.9 | -3.5 | -5.5 | 0.4
COc1ccc(S(=O)(=O)n2c([N+](=O)[O-])cnc2C)cc1OC | 7.8 | -8.1 | -2.0 | 3.1 | -0.4 | -15.6 | -0.5 | 0.2 | 3.4
c1ccc(-c2nc(N3CCCCCC3)nc(-n3ccnc3)n2)cc1 | -4.5 | 17.0 | -4.0 | -11.9 | 0.2 | 16.1 | 26.2* | -0.1 | 48.4*
O=c1c2ccccc2nnn1CSc1nnc(-c2cccs2)n1Cc1ccccc1 | 3.6 | 20.7 | 2.4 | 5.4 | -2.9 | 21.1 | -2.0 | -0.6 | 29.0
CCCCNS(=O)(=O)c1ccc2nc(-c3cccnc3)cc(C(=O)NC3CCCC3)c2c1 | 0.9 | -8.3 | -1.3 | -10.2 | -3.4 | -3.9 | -6.1 | -0.3 | -13.4
CCOC(=O)c1c(-c2ccc(OC)cc2)cn2ccccc12 | 12.7 | 31.1 | -1.6 | -4.0 | 0.3 | 0.5 | -3.1 | 0.7 | 11.6
Cc1cc(C)n2nc(C)c(-c3ccccc3)c2n1 | 3.1 | 14.6 | -2.8 | -2.2 | -1.6 | 16.3 | -2.3 | -0.1 | 0.9
C=CCN(C(=O)C1=NN(C2CCS(=O)(=O)C2)C(=O)CC1)c1nc(-c2ccc([N+](=O)[O-])cc2)cs1 (stereo not drawn) | 15.6 | -9.7 | -0.8 | -28.0 | -1.4 | 5.4 | 1.6 | -3.0 | 15.2
Cc1ccc(C(=O)NCC(=O)N/N=C/c2cccs2)cc1C | -0.6 | -2.6 | -2.2 | -2.6 | 0.0 | -15.0 | -2.2 | -2.1 | -7.2
CC1CCN(CCCNC(=O)c2ccc3c(=O)n(CCc4ccccc4)c(=O)[nH]c3c2)CC1 | 6.2 | 6.3 | -5.0 | -13.3 | 1.0 | 3.3 | -1.6 | 3.0 | 11.8
O=C(c1ccccc1[N+](=O)[O-])N1N=C(c2ccccc2)CC1(O)C(F)(F)F (stereo not drawn) | 14.8 | 39.3 | -2.6 | 18.5 | -1.3 | 33.8 | -2.9 | 0.2 | 23.8
CC(C)CCn1nnnc1C(c1ccccc1)N1CCN(C)CC1 (stereo not drawn) | 1.5 | 13.8 | 0.0 | 5.4 | -0.6 | 10.8 | 0.8 | -1.4 | -9.3
O=C1CSC(c2cccc([N+](=O)[O-])c2)N1c1c(F)cccc1F (stereo not drawn) | 11.7 | 20.2 | 1.2 | -25.9 | -0.3 | 14.0 | -1.6 | 0.4 | -5.7
CCN(CC)S(=O)(=O)c1ccc(Cl)c(C(=O)NCCN2CCOCC2)c1 | 24.9 | -7.3 | -2.7 | 11.5 | 1.2 | 3.7 | 0.9 | 0.2 | 0.8
Cc1ccc(S(=O)(=O)N(CC(=O)N2CCCCCC2)c2ccccc2F)cc1 | 10.2 | 26.3 | 0.3 | 1.7 | -1.6 | 17.0 | 1.3 | -1.7 | 24.4
Cc1ccn(CC(=O)N2N=C(C(F)F)CC2(O)C(F)F)n1 (stereo not drawn) | 3.8 | -7.2 | -1.0 | -9.0 | 0.2 | -12.5 | -2.6 | -0.9 | -17.7
Cc1cc(NC(=O)COC(=O)C2CCC(=O)N2)c([N+](=O)[O-])cc1C (stereo not drawn) | 11.7 | 6.0 | -1.9 | 4.8 | 0.1 | 9.7 | -2.1 | -2.0 | 4.4
CN1CCN(C(=O)c2ccccc2NC(=O)C(C)(C)C)CC1 | 4.9 | -2.9 | -2.2 | 18.1 | -0.9 | 9.7 | -3.7 | 0.8 | 3.9
O=C(CCN1C(=O)[C@@H]2Cc3ccccc3CN2C1=O)N[C@H](C(=O)O)c1ccccc1 | 0.2 | -3.1 | 1.5 | 16.8 | 0.2 | 3.6 | -0.3 | -1.7 | -3.2
Cn1nnnc1SCC(=O)N1CCN(Cc2ccccc2)CC1 | 13.1 | -0.1 | -1.6 | 12.3 | 0.3 | 7.2 | -3.8 | -0.2 | -2.0
COc1ccc(OC)c(CN2CCN(Cc3cccc4ccccc34)CC2)c1 | 23.4 | -7.4 | -5.2 | 4.2 | 0.2 | 10.0 | -5.3 | 3.8 | 19.4
NS(=O)(=O)c1ccc(N=Cc2c(O)c3ccccc3oc2=O)cc1 | 13.7 | 16.6 | -2.7 | -28.5 | -1.7 | 22.6 | -3.0 | -0.8 | 8.5
CCc1ccc(NS(=O)(=O)c2ccc(OC)c(C)c2)cc1 | 30.1 | 31.7 | -2.3 | -7.3 | -14.4 | 33.8 | -4.8 | -0.1 | 15.6
CC(C)(C)N=C1C([N+](=O)[O-])=CC=C2C1=NC1(CCCCC1)N2O | 15.1 | 37.8 | -2.8 | -1.0 | -1.0 | 27.5 | 1.7 | 4.4 | 23.7
CCCCCCN(C(=O)CCCCCN1C(=O)NC(c2ccc(-c3ccccc3)cc2)C(C(=O)OCc2ccccc2)=C1C)C(C(=O)NCCCC)c1ccc(O)c(C(=O)OC)c1 (stereo not drawn) | -2.5 | -8.3 | -4.1 | -55.7 | · | -13.9 | -3.7 | · | -4.3
C=CCN1C(=O)c2ccc(C(=O)OCC(=O)N3CCN(c4ccccc4)CC3)cc2C1=O | 5.8 | -19.5 | 4.3 | -4.5 | -1.0 | -3.9 | -5.8 | -0.4 | -2.0
O=C(/C=C/c1ccc(F)cc1)NCc1cccs1 | 20.7 | 0.1 | 0.0 | -1.8 | -4.7 | 1.6 | 0.4 | 0.0 | -14.9
Cn1cc([N+](=O)[O-])c(C(=O)N/N=C/c2ccc([N+](=O)[O-])cc2)n1 | 8.3 | 7.1 | -0.4 | -16.4 | -1.8 | 8.4 | 3.8 | 0.9 | -0.8
O=C1CC(N2CCN(S(=O)(=O)c3ccccc3F)CC2)C(=O)N1c1ccc(F)cc1F (stereo not drawn) | 17.9 | 2.6 | -0.8 | 2.2 | -3.4 | 7.3 | -3.0 | -0.5 | -9.6
Cc1cc(C)c(C#N)c(SCCS(=O)(=O)Cc2ccccc2)n1 | 19.5 | -3.4 | -1.4 | -0.1 | 3.1 | 13.0 | 1.4 | 2.8 | 3.5
O=C(CCNC(=O)c1ccc(Cl)cc1)NCC(c1ccco1)N1CCCCC1 (stereo not drawn) | 12.7 | -7.5 | -4.6 | 3.2 | 0.7 | -25.3 | -4.1 | 0.1 | -11.9
O=C(CNC(=O)C12CC3CC(CC(C3)C1)C2)NC1=NCCS1 | 4.4 | 3.6 | -2.1 | 13.7 | 1.0 | -5.1 | -2.8 | -1.9 | 14.8
O=[N+]([O-])c1cc([N+](=O)[O-])c(Oc2c(F)cccc2F)cc1NN1CCCCC1 | 18.0 | 12.2 | -2.2 | 14.2 | -13.8 | 8.8 | -2.6 | -2.1 | 6.3
COc1ccc(C(=O)Nc2nnc(SCC(=O)NCc3ccco3)s2)cc1OC | -4.7 | -9.9 | -1.0 | 0.8 | 2.5 | -12.3 | 3.9 | 0.4 | -40.3
OC1c2cc(Br)ccc2N=C2CCCN21 (stereo not drawn) | 42.8 | 18.2 | -6.4 | 0.1 | 2.7 | 35.6 | -2.1 | 0.7 | 13.7
Cc1cc(C)c2cc(C=O)c(Cl)nc2c1 | 16.9 | 67.3* | -5.2 | -10.9 | -1.9 | 45.1* | -0.8 | -0.3 | 51.0*
C=CCNC(=O)CCNS(=O)(=O)c1ccc(Br)cc1 | -1.7 | 10.8 | 1.1 | 16.4 | -0.8 | 3.5 | 4.7 | -1.2 | 3.2
CC(C)(C)c1cc(CN2CCN(CCO)CC2)cc(C(C)(C)C)c1O | 4.6 | 0.8 | -0.6 | 2.2 | -0.1 | -7.2 | -5.1 | -1.9 | -20.4
CCOC(=O)CCn1c(CC(=O)OCC)nc2ccccc21 | 1.0 | 8.0 | -0.6 | 0.9 | 1.7 | 7.2 | -4.0 | 0.6 | -5.3
COc1ccccc1CN(Cc1cccnc1)S(=O)(=O)c1ccc(-n2cnnn2)c(OC)c1 | 18.4 | 11.9 | -0.8 | 21.2 | 2.2 | 5.4 | -0.2 | 1.8 | 14.2
CC(C)CCN1CCNC(=O)C1CC(=O)N(C)CCCN1CCOCC1 (stereo not drawn) | 6.6 | -11.8 | 0.5 | -11.3 | -1.1 | -8.1 | -2.5 | -1.9 | -1.9
COc1ccccc1CNC(=O)C1CCN(S(=O)(=O)c2ccc3c(c2)CC(C)N3C(=O)C2CC2)CC1 (stereo not drawn) | 17.5 | 9.9 | -2.8 | 16.8 | -0.2 | 10.2 | 1.0 | 0.1 | 19.0
CC(=O)N1CCN(Cc2nc3cc(NC(=O)COc4cccc(C)c4)ccc3n2C)CC1 | -10.4 | -1.8 | -3.5 | 8.5 | 0.2 | 10.4 | 5.6 | -0.2 | 11.9
Cc1ccc(S(=O)(=O)Nc2c(C)nc3nc(C)[nH]n3c2=O)cc1 | 13.3 | 23.6 | 0.8 | 21.1 | 1.2 | 25.3 | -2.4 | 0.3 | 0.4

Whole records, looked up by structure.
CC1CCN(CCCNC(=O)c2ccc3c(=O)n(CCc4ccccc4)c(=O)[nH]c3c2)CC1 is listed as NALP3 yeast inh: 6.2; tim23-1 inh: 6.3; MIN6 prolif: -5.0; APJ antagonist: -13.3; GRIN3A LBD mod: 1.0; tim10-1 inh: 3.3; APJ ag: -1.6; MPTP block: 3.0; TIM10 inh: 11.8
C=CCN(C(=O)C1=NN(C2CCS(=O)(=O)C2)C(=O)CC1)c1nc(-c2ccc([N+](=O)[O-])cc2)cs1 (stereo not drawn) is listed as NALP3 yeast inh: 15.6; tim23-1 inh: -9.7; MIN6 prolif: -0.8; APJ antagonist: -28.0; GRIN3A LBD mod: -1.4; tim10-1 inh: 5.4; APJ ag: 1.6; MPTP block: -3.0; TIM10 inh: 15.2
